E-sel inducer – induces E-selectin expression in human endothelial cells | P16581 | AID 686992 | HUVEC E-selectin immunofluorescence imaging; normalized: neutral wells 0, TNF-alpha wells 100 | actives 0.37% (n = 260,000) | activation, % at 7.58 µM;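 active means mean E-selectin-positive cell signal at least 10% of the positive control, reached in at least 60% of replicates, without over 20% cell loss; inconclusive means no rule given, readout overlaps actives, possibly toxicity-flagged; inactive means the rest, including those meeting only one limit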;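 further: in these data hits start at about 27%; measured in HUVEC primary endothelial cells; signal is the percent of cells scored E-selectin positive by PE staining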
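Test system: HUVEC; input: 3,000 HUVEC/well; measured by: immunofluorescence imaging; read-out: % PE-positive cells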
Xi reactivation – X-chromosome reactivation activator; XiGFP mouse fibroblasts, % GFP-positive cells imaging, 3 d; cells co-treated with 5-aza-dC sensitizer; scaled so ellipticine positive control = 100%; activation, % at 7.58 µM; actives 0.055% (n = 360,000);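 active means mean normalized replicate activation at least 10% and every replicate at or above 10%; inconclusive means only one of the two criteria met; inactive means mean below 10% and not all replicates reach 10%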;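 further: 0% = median of on-plate neutral control wells and 100% = ellipticine 6 µM median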
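Schedule: 3 d treatment, 15 min room-temperature fixation; system: 68-5-11 XiGFP fibroblast line; buffer or medium: DMEM plus 5-aza-dC sensitizer; control set: ellipticine 6 µM positive control; compound: one concentration, pinned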
RAD54 inh – RAD54 (human) branch migration inhibition; RAD54 Holliday junction branch migration, FAM/BHQ fluorescence; inhibition, % at 10.4 µM; actives 0.14% (n = 360,000);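 active means mean normalized replicate activity at least 40 and at least half of replicates scoring 40 or more; inconclusive means only one of the two criteria met; inactive means mean below 40 and under half of replicates reaching 40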;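 further: 0% = median of neutral control wells and 100% = median of positive control wells; inhibitors cause a drop in the FAM fluorescence signal; in these data hits start at about 50%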
ERp5 inh – inhibitors of human ERp5 | Q15084 | ERp5 insulin aggregation, absorbance 650 nm, 90 min | inhibition, % at 9.99 µM | actives 0.05% (n = 350,000) | AID 651711;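 active means mean replicate inhibition above about 25%, with every replicate also reaching it, limit read from the data, passing the limit was not always enough; inconclusive means only one of those two criteria met; inactive means neither criterion met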
Target sequence (Q15084 whole entry, looked up): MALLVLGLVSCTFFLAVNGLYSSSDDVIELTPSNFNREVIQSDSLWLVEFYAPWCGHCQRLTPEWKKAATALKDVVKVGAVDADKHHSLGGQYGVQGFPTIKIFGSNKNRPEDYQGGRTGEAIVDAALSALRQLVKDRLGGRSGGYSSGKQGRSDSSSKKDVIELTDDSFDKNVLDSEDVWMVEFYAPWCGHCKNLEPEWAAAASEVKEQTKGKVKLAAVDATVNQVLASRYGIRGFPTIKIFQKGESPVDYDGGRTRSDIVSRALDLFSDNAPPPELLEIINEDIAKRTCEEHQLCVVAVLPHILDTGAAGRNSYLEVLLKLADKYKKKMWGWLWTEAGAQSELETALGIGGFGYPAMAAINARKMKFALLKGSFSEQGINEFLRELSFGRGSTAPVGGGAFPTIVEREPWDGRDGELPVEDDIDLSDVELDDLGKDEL
esBAF inh – inhibitors of esBAF chromatin remodeling in mouse ES cells. Bmi1-luciferase knock-in reporter, 24 h; 100% = twice the neutral-well signal. reporter increase, % at 12.5 µM. actives 2% (n = 350,000); in the data active means activation above about 40%; inconclusive means no clear call, values can overlap the other calls;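 further: 0% = median of the plate's neutral control wells and 100% = double that signal; a rise in the Bmi1 reporter signal indicates esBAF inhibition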
S100A4 inh HTS – S100A4-myosin IIA interaction inhibition. P26447. inhibition, % at 10.7 µM. actives 0.14% (n = 360,000). S100A4/TAMRA-MyoIIA peptide fluorescence polarization;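 active means mean inhibition of at least 70% across replicates, with every replicate also reaching that level; inconclusive means mean inhibition reaches 70% but some replicates fall short; inactive means mean inhibition below 70%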
Target sequence (P26447 whole entry, looked up): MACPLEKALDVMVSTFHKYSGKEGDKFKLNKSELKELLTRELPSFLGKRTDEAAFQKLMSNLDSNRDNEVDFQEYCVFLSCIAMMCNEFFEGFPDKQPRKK
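Compound dosing: one dose per compound; test system: human S100A4 monomer with TAMRA-labelled myosin IIA peptide; probe or stimulus: TAMRA-labelled myosin IIA heavy-chain peptide probe, 5 nM; medium: HEPES buffer with Ca2+, pH 7.2; schedule: 5 min incubation before reading; benchmarks: neutral control DMSO, positive control TFP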
RAD52 inh – blocks human RAD52 DNA annealing; P43351; recombinant RAD52 DNA annealing, FRET fluorescence; inhibition, % at 18.7 µM; actives 0.46% (n = 360,000);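 active means every replicate showing at least 50% inhibition; inconclusive means mean inhibition at least 50% but not in every replicate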
Target sequence (P43351 whole entry, looked up): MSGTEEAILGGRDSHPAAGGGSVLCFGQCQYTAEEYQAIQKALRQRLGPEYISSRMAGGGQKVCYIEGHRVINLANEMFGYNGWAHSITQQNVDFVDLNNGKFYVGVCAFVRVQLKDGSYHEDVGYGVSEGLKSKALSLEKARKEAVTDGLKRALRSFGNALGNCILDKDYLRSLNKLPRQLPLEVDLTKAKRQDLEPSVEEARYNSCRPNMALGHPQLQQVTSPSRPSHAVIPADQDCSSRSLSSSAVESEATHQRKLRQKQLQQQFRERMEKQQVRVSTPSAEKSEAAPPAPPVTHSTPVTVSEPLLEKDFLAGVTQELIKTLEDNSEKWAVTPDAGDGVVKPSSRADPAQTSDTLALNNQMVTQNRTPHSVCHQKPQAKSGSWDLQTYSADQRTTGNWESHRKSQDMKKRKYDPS
ERAP1 HTS inh – ERAP1 (human) enzyme inhibition | recombinant ERAP1, Leu-AMC fluorescence, 60 min | Q9NZ08 | actives 0.15% (n = 340,000) | inhibition, % at 10.7 µM;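 active means mean replicate inhibition of at least 30%, or all replicates individually reaching that 30% level; inactive means mean below 30% and not every replicate reaching it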;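 further: 0% = neutral control wells and 100% = L-leucinethiol positive control wells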
Starred values were filed as active, the others as inactive; ? = inconclusive; · = no result given; & = joins results of further samples.

SMILES	E-sel inducer	Xi reactivation	RAD54 inh	ERp5 inh	esBAF inh	S100A4 inh HTS	RAD52 inh	ERAP1 HTS inh
COCCNC(=O)C[C@H]1C[C@@H]2c3cc(NC(=O)c4cccnc4)ccc3O[C@@H]2[C@@H](CO)O1	-0.2	0.3	0	1	3	-4	-12	1
COc1ccc(OC)c(NC(=O)CNC(=O)Cn2cnc3sc(C)cc3c2=O)c1	·	0.3	-2	3	1	-5	-4	3
Cc1cccc2[nH]c3c(N4CC=C(c5ccc(F)cc5)CC4)ncnc3c12	0.3	0.0	-1	3	·	-5	-13	·
Cc1ccc(C(=O)Nc2nc(-c3ccc([N+](=O)[O-])cc3)cs2)o1	·	0.1	·	-3	·	-5	-3	6
CS(=O)(=O)c1ccc(C(=O)OCC(=O)NNC(=O)COc2ccc(Cl)cc2)cc1	6.4	0.1	-6	-3	6	-1	3	0
CC(C)C#Cc1ccc([C@H]2[C@H](C#N)N(C(=O)C3CC3)[C@H]2CO)cc1	-0.5	0.3	6	1	-1	3	-6	2
CC(=O)Nc1ccc(NS(=O)(=O)c2ccc3c(c2)n(C)c(=O)n3C)cc1	-0.1	0.1	-7	4	-6	4	-6	2
COc1ccc(C2/C(=C(/O)c3ccc4c(c3)CC(C)O4)C(=O)C(=O)N2CCCn2ccnc2)cc1 (centres undefined)	·	-0.1	-1	1	0	1	-8	3
CC(=O)c1ccc(OCC(=O)N(CCC2=CCCCC2)c2c(N)n(Cc3ccccc3)c(=O)[nH]c2=O)cc1	-1.1	0.4	0	6	18	5	-6	3
COCCCNc1nc2c(c(=O)n(Cc3ccc(OC)cc3)c(=O)n2C)n1C	0.1	0.2	1	1	8	-4	8	0
O=C(C[C@H]1CC[C@H](NC(=O)Nc2ccc3c(c2)OCO3)[C@H](CO)O1)NCc1ccc(F)cc1	-2.1	-0.4	1	-1	-5	-6	-7	-3
CC(=O)NC12CC3CC(C1)CC(C(=O)N(C)CC(=O)Nc1ccccc1Cl)(C3)C2	7.9	0.5	-2	2	5	-4	-4	0
CC(=O)OC1OCCOC1NC(=S)Nc1cccc(C(F)(F)F)c1 (centres undefined)	·	0.0	·	-2	·	-6	-28	-3
COc1ccccc1Nc1nc2cc(C)ccc2cc1C#N	1.7	0.0	·	-1	·	-1	-1	-1
NC(=O)c1cc(Cl)ccc1OCC(=O)NC1CC1	-0.2	0.4	2	1	·	-2	-4	2
COc1ccc(CNC(=O)c2nn(C)c3c2CS(=O)(=O)c2ccccc2-3)cc1	-0.1	0.0	-4	3	0	-1	1	-4
CCC1(c2ccccc2)NC(=O)N(CC(=O)NCc2ccc(C)cc2)C1=O (centres undefined)	0.7	0.0	0	5	-6	-1	-7	-2
O=C(C[C@H]1CC[C@@H]2[C@H](COC[C@@H](O)CN2C(=O)C2CCCC2)O1)NCc1ccncc1	0.2	0.3	-12	-15	-3	-73	-29	-2
COCC(=O)N1CCC(Oc2ccc(C(=O)NC(C)c3nccs3)cc2)CC1 (centres undefined)	·	0.3	-18	-6	·	-6	-12	0
CC(Nc1nc(-c2ccc(F)cc2)cs1)c1nc2cc(C(F)(F)F)ccc2n1CCOCCO (centres undefined)	2.2	-0.1	7	-1	5	-1	-30	2
CCCCCN1CC(=O)N2Cc3[nH]c4ccccc4c3C[C@H]2C1=O	·	0.0	-1	2	1	-3	-4	-1
Cc1ccc2[nH]c(O)c(N=Nc3ccccc3[N+](=O)[O-])c2c1	·	0.2	·	8	·	3	-16	-2
COc1ccc(C(=O)Nc2ccccc2C(=O)Nc2ccccc2C(=O)O)cc1	-0.1	0.0	-49	-2	?	1	4	5
Nc1nc(C(c2ccccc2)c2ccccc2)cs1	·	0.0	-2	4	-1	-1	-2	-2
CC(C)C#Cc1cnc2c(c1)C(=O)N([C@@H](C)CO)C[C@@H](C)[C@H](CN(C)C(=O)CN1CCOCC1)O2	-0.1	-0.2	-4	-5	2	37	7	1

Brought forward from above: three entries; new compounds follow.
SMILES	E-sel inducer	Xi reactivation	RAD54 inh	ERp5 inh	esBAF inh	S100A4 inh HTS	RAD52 inh	ERAP1 HTS inh
COc1ccc(C(=O)Nc2ccccc2C(=O)Nc2ccccc2C(=O)O)cc1	-0.1	0.0	-49	-2	?	1	4	5
Nc1nc(C(c2ccccc2)c2ccccc2)cs1	·	0.0	-2	4	-1	-1	-2	-2
CC(C)C#Cc1cnc2c(c1)C(=O)N([C@@H](C)CO)C[C@@H](C)[C@H](CN(C)C(=O)CN1CCOCC1)O2	-0.1	-0.2	-4	-5	2	37	7	1
CC(=O)c1cc2c(cc1NS(=O)(=O)c1cccc(C(=O)O)c1)OCO2	·	0.0	-8	-1	-9	1	-18	-3
CCC1CCCCN1C(=O)CSc1nc(N)cc(N)n1 (centres undefined)	·	0.0	·	1	·	1	-11	1
CC(=O)Nc1cccc(-c2ccnc3c2CC(C(=O)Nc2cccc(N(C)C)c2)O3)c1 (centres undefined)	0.2	-0.1	-8	3	7	1	-4	0
CC(C)N(Cc1ccccc1)C(=O)CN1C(=O)COc2ccc(S(=O)(=O)NC3CCCC3)cc21	·	0.1	-2	-3	2	-10	-5	-5
Cc1cc(C(=O)Nc2ccc(F)cc2F)on1	0.1	0.0	-8	3	2	-1	13	1
COc1ccc(C(=O)N2CCN(Cc3ccccn3)CC2)cc1	0.4	0.0	-11	1	-1	-5	-7	3
Cc1cc2c(SCC(=O)NC3CCCCC3)ncnc2s1	0.0	0.0	0	-1	3	-9	-6	-3
COc1ccc(C(=O)C2CCCN(Cc3cccn3-c3nccs3)C2)cc1OC (centres undefined)	0.0	0.0	-18	-3	-10	-9	-6	2
Cc1oc(-c2ccccc2)nc1C(=O)OCC(=O)NCc1ccc(Cl)cc1	0.0	0.0	-5	2	0	0	-8	0
Cc1nn(C)cc1C(C(=O)NC1CCCCC1)N(Cc1ccccc1Cl)C(=O)c1cnccn1 (centres undefined)	·	-0.1	·	3	·	5	-7	-3
COc1ccc(S(=O)(=O)N(C)C[C@@H]2Oc3c(NS(C)(=O)=O)cccc3C(=O)N([C@H](C)CO)C[C@H]2C)cc1	-4.4	-1.3	-3	-13	2	4	3	-1
Cc1ccc(C)c(NC(=O)CSc2nccn2Cc2ccco2)c1	-0.1	0.2	2	-3	56*	-2	-11	-6
O=C(OCc1ccc(-c2ccccc2)cc1)c1cccc(O)c1	-1.0	0.2	3	-11	56*	-7	-44	4
CCN(CC)C(=O)Cn1cc(C(=O)C(=O)N2CCN(c3ccc(OC)cc3)CC2)c2ccccc21	·	0.0	6	2	-2	9	-7	0
CC(C)(C)[C@H]1C=C(C(=O)O)O[C@@H](OCc2ccc(CO)cc2)C1	-0.2	0.8	-10&-1	-4	-4	-6	27	0
CCC(=O)N1CCN(c2ccccc2NC(=O)c2ccc([N+](=O)[O-])o2)CC1	1.1	-0.1	-1	1	1	-25	-13	-2
CN(C)CCN1CCN([C@H]2CS(=O)(=O)N[C@@H]2COCc2ccccc2)CC1	0.1	0.0	-13	-3	1	-2	-4	-2
CCCCN(C(=O)CSc1cc(C)c2ccc(OC)cc2n1)c1c(N)n(Cc2ccccc2)c(=O)[nH]c1=O	0.0	0.0	-20	1	·	-3	-26	1
COc1ccccc1NC(=O)CCCn1c(=S)[nH]c2ccccc2c1=O	0.0	0.3	-12	1	·	0	-6	2
Cc1ccc(S(=O)(=O)CCC(=O)OC(C)c2nnc(-c3cccs3)o2)cc1 (centres undefined)	·	0.3	-9	-5	-1	3	-4	-1
CC(=O)N[C@H]1CC[C@@H](CCNC(=O)Nc2ccc(C(F)(F)F)cc2)O[C@@H]1CO	0.2	-0.2	-3	2	2	-9	2	1
OCCc1c[nH]c2ccc(C(F)(F)F)cc12	0.0	0.4	-13	0	4	1	-10	-1
CN(C)N=Nc1ccc(S(N)(=O)=O)cc1	·	0.0	-5	5	2	-8	-12	-5
Cc1cc(C)n2nc(SCC(=O)N(CCC#N)c3ccc(F)cc3)nc2n1	·	0.1	-6	-4	-6	-5	9	-4
CC(=O)Nc1ccc(S(=O)(=O)N2CCN(S(=O)(=O)c3ccc(NC(C)=O)cc3)CC2)cc1	-0.3	0.0	-2	1	2	5	-3	0
SMILES	E-sel inducer	Xi reactivation	RAD54 inh	ERp5 inh	esBAF inh	S100A4 inh HTS	RAD52 inh	ERAP1 HTS inh
Cc1ccc(C(C)C)c2c1C(c1ccc3c(c1)OCO3)CC(=O)O2 (centres undefined)	-4.7	0.1	11	2	6	-2	-11	·
Cc1ccc(S(=O)(=O)Nc2nc(C)c(C(=O)NNS(=O)(=O)c3cc(C)ccc3C)s2)cc1	1.3	0.1	·	2	·	-5	-10	0
Cc1c(C(=O)NC(=S)NCc2cccnc2)cccc1[N+](=O)[O-]	-3.9	0.1	0	-1	·	1	-7	3
N#Cc1cc(NC(=O)c2ccc(Cl)cc2)ccc1Sc1ccccc1	·	0.1	3&0	-6	11	2	-16	-1
O=C(Nc1ccccc1)[C@H]1[C@H](CO)[C@H]2Cn3c(ccc(C4=CCCC4)c3=O)[C@H]2N1Cc1cocn1	-0.1	0.0	-3	-3	3	-14	-43	1
Cc1ccc(CNc2nc3ccc(C)cc3n3cnnc23)cc1	-0.1	0.0	-6	-9	-10	-14	-21	7
Cc1noc(C)c1NC(=O)Nc1ccc2c(c1)C(=O)N([C@@H](C)CO)C[C@@H](C)[C@@H](CN(C)S(C)(=O)=O)O2	-9.7	0.0	-4	-8	-2	-37	3	0
CCN(CC)C(=O)c1[nH]cnc1C(=O)NCC(=O)OC(C)(C)C	·	0.6	-2	3	1	43	5	3
CC(C)Cc1nnc(NC(=O)CN2C(=O)NC3(CCCC3)C2=O)s1	8.0	0.3	·	2	·	-12	-2	8
Cc1ccc(-c2c[n+](CC(=O)Nc3c(C)cccc3C)c3n2CCC3)cc1	5.5	0.0	9	-1	·	0	-17	-2
CCCCCn1c(=O)c(-c2nc3ccccc3[nH]2)c(O)c2ccccc21	·	0.0	·	5	·	-1	0	1
C[C@H](CO)N1C[C@H](C)[C@H](CN(C)C)Oc2ccc(NC(=O)NC3CCCCC3)cc2C1=O	·	-0.1	-11	3	-4	6	-13	0
Cc1cc(C)nc(SCSc2nc(C)cc(C)n2)n1	·	·	·	-1	·	-2	-5	-1
C[C@@H]1CCCCO[C@H](CN(C)Cc2ccc3c(c2)OCO3)[C@@H](C)CN([C@@H](C)CO)C(=O)c2cc(NS(=O)(=O)c3ccc(Cl)cc3)ccc2O1	·	0.1	-1	7	-5	-6	61*	-3
O=C(N/N=C/c1cccnc1)c1cc(-c2ccccc2Cl)nc2ccccc12	-0.2	-0.1	-2	-3	·	-1	-23	-18
Cc1ccc(NC(=O)CCC(=O)c2ccc(Cl)s2)nc1	0.0	0.0	-16	-8	13	1	-36	-1
Cc1cc(C)c(O)c(-c2cc(C(=O)Nc3c(C)n(C)n(-c4ccccc4)c3=O)[nH]n2)c1	-0.1	0.0	-6	6	-8	-1	-12	-3
COc1cccc(CN(C)CC(O)COc2cc(Cl)ccc2Cl)c1 (centres undefined)	-0.1	0.1	14	3	-11	-19	7	-7
O=c1c2cc(NC(=S)NC3CC3)ccc2nc2n1CCCCC2	0.2	0.1	1	1	·	4	-1	5
Cc1ccc(-c2ccc(C#N)c(=O)n2CC(=O)N(C)C)cc1	0.0	0.0	-10	1	-7	2	-13	-1

Screening data (PubChem)
